# From PubChem
# VIM-2 inhibitor = inhibitors of Pseudomonas aeruginosa VIM-2 metallo-beta-lactamase | purified VIM-2, nitrocefin hydrolysis, epi-absorbance fluorescence | inhibition, % at 5.6 µM | 0.89% of 290,000 active;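 active means inhibition above the mean of all tested compounds plus 3 SD, cutoff set per screening run, cut at about 7.5% in these data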;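 further: red hydrolysis product quenches plate fluorescence so inhibitors raise well fluorescence; 0% = enzyme with DMSO and 100% = DMSO without enzyme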
# GalR3 antagonist = antagonists of human GalR3 | O60755 | HEK293 GalR3-CNG cAMP membrane potential fluorescence; galR3 body fused to GalR1 C-terminus | inhibition, % at 3 µM | 0.44% of 360,000 active;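 active means inhibition above the screen-wide average plus 3 SD, cut at about 13% in these data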;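 further: forskolin and galanin both at EC90 stimulate the cells; cAMP rise reported by CNG channel membrane potential dye signal; 0% = forskolin plus galanin with DMSO and 100% = forskolin alone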
# Target sequence (O60755 1-299 limits assumed): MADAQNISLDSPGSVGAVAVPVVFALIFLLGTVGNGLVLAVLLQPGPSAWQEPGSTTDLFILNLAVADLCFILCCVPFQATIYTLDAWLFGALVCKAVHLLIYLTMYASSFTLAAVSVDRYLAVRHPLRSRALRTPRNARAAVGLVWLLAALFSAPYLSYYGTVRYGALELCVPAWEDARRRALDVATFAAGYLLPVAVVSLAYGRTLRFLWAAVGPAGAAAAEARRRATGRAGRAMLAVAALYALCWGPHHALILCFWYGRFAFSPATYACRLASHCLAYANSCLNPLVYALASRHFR
# PHOSPHO1 inh = inhibitors of human PHOSPHO1 phosphatase; recombinant PHOSPHO1, absorbance phosphatase assay; inhibition, % at 13.3 µM; 1.1% of 290,000 active; Q8TCT1; AID 1565; in the data active means inhibition above about 60%
# V1R ag counter = V1a receptor agonism, counter-screen for OXTR agonists; CHO-V1R cells, Fluo-8 calcium fluorescence, agonist mode; 0% DMSO, 100% 3 nM vasopressin; AID 2797; P37288; 0.25% of 320,000 active; activation, % at 3 µM;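 active means activation above the mean activation of all tested compounds plus 3 SD, per screening run, cut at about 20% in these data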;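 further: signal is peak over basal fluorescence ratio across a 100 second FLIPR read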
# Target sequence (P37288 whole entry, looked up): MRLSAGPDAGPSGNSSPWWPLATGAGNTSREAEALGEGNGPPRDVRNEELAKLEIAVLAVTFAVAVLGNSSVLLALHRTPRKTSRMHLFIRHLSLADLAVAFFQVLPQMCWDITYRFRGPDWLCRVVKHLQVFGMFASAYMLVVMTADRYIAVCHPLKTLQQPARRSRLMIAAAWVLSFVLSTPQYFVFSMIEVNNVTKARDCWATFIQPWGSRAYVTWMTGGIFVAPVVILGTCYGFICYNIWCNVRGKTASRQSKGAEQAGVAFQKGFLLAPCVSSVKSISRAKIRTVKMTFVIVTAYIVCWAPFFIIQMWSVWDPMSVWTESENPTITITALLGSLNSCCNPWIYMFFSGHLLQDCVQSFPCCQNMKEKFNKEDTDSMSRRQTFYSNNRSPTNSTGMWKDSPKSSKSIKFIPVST
# OXTR ag = activates the human oxytocin receptor; P30559; 0.32% of 320,000 active; activation, % at 3 µM; CHO-OTR cells, Fluo-8 calcium fluorescence; normalized: DMSO 0%, oxytocin 100%; AID 2435;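 active means activation above the mean of all tested compounds plus 3 SD, cutoff set per screening run, cut at about 20% in these data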;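 further: peak over basal fluorescence ratio from a 100 s FLIPR kinetic read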
# NS3 helicase inh = HCV NS3 helicase inhibition | 0.56% of 290,000 active | inhibition, % at 10.9 µM | AID 1800 | NS3 helicase DNA unwinding, Cy5 molecular beacon fluorescence;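 active means inhibition above the mean of all tested compounds plus 3 SD, set per campaign, cut at about 35% in these data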;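 further: 0% = DMSO wells and 100% = thioflavine S control wells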
#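 System: Hepatitis C virus NS3 helicase domain fragment enzyme | Reagent: Annealed dual-labelled DNA beacon duplex, ATP-started | Compound dosing: 10.9 µM single point, 0.8% DMSO | Incubation: 1 h reaction at 25 °C, ATP-initiated | Technique: Cy5 fluorescence | Evaluation: Percent inhibition from t60/t0 fluorescence ratio | Benchmarks: Low DMSO, high thioflavine S at 110 µM | Replication: Singlicate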
# FID counter = counter-screen for HCV NS3 helicase inhibitors: DNA intercalator displacement; 0.17% of 290,000 active; DNA fluorescent intercalator displacement, fluorescence; inhibition, % at 7.9 µM; in the data active means inhibition above about 37%;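 further: 0% = vehicle and 100% = reference compound; higher means more ethidium bromide displaced from hairpin DNA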
# IMP-1 inh = blocks Pseudomonas aeruginosa IMP-1 metallo-beta-lactamase. purified IMP-1, nitrocefin hydrolysis, epi-absorbance fluorescence. inhibition, % at 5.6 µM. 0.45% of 290,000 active. AID 1556;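 active means inhibition above the mean plus 3 SD of all compounds in the same screening run, cut at about 4.5% in these data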;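 further: 0% = IMP-1 with DMSO and 100% = DMSO wells lacking enzyme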
#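 assay system = purified recombinant IMP-1 metallo-beta-lactamase enzyme | schedule = 15 min preincubation plus 25 min reaction at 25 °C | signal = Epi-absorbance fluorescence, 480 nm excitation, 530 nm emission | read-out basis = percent inhibition from optical density relative to buffer-blank wells | controls = IMP-1 with DMSO as 0%, enzyme-free DMSO as 100%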
# GPR7 antagonist = human neuropeptides B/W receptor 1 antagonism; GPR7-expressing cells, fluorescence antagonist assay; inhibition, % at 4.4 µM; 1.1% of 290,000 active; AID 1861; in the data active means inhibition above about 16%, passing the limit was not always enough;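 further: cells stimulated with the agonist NPW; 0% = agonist with vehicle and 100% = vehicle without agonist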
# Target sequence (P48145 whole entry, looked up): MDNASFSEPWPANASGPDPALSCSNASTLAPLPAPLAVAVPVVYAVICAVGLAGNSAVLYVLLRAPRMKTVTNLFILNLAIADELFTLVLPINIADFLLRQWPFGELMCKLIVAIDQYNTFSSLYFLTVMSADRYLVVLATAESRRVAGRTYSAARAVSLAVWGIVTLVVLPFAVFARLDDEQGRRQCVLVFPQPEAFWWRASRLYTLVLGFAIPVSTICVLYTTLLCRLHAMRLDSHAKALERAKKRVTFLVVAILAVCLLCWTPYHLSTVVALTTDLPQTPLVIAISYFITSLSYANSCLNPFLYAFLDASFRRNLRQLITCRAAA
# * hit, by the source's call; · = not tested or not shown. Compounds as they come. Share with any hit: about 4.3%.
SMILES,VIM-2 inhibitor,GalR3 antagonist,PHOSPHO1 inh,V1R ag counter,OXTR ag,NS3 helicase inh,FID counter,IMP-1 inh,GPR7 antagonist
CCOC(=O)CN(C(=O)CSc1nnc(C)n1-c1ccccc1)c1cccc([N+](=O)[O-])c1,0.6,-2,-20,0.2,-0.7,6,-36,-0.9,2
CC(=O)OCC(=O)[C@@]1(O)CC[C@H]2[C@@H]3CCC4=CC(=O)CC[C@]4(C)[C@H]3C(=O)C[C@@]21C,·,-2,4,0.9,0.4,·,·,·,·
Fc1ccccc1N1CCN(C2CCCN(Cc3cccc(C(F)(F)F)c3)C2)CC1 (stereo unspecified),-2.9,-10,30,-0.7,-1.6,-15,-3,-1.3,-7
Cc1ccc2c(=O)cc(C(=O)NCCc3ccc(S(N)(=O)=O)cc3)oc2c1,0.9,·,11,-0.1,0.6,19,-16,-2.2,-10
O=C(Nc1ccc(N2CCOCC2)nc1)c1ccccc1Cl,1.3,-3,17,1.6,-0.4,7,-2,-0.7,-3
Cc1cccn2c(=O)c(/C=C(\C#N)S(=O)(=O)c3ccccc3)c(Oc3ccc(Cl)cc3)nc12,0.0,-4,-16,0.1,-0.4,-4,-3,-2.5,-2
CC(C)OCCCNc1ncnc2c1cnn2-c1ccccc1,-2.1,-6,6,0.3,-0.9,0,-17,-1.4,-8
Cc1ccc(Nc2nc(C(=O)N3CCC(C(=O)N4CCN(C)CC4)CC3)cs2)cc1,1.7,-3,17,-0.9,0.8,-10,11,-0.4,-7
C=Cc1ccc2c(c1)N(C)C(=C)S2,-1.6,-3,28,-0.5,-1.5,3,-23,-2.9,-2
CCC(C)(C)C1CCC2(CC1)NC(CO)(CO)CO2 (stereo unspecified),-2.9,2,14,-0.1,-0.1,5,1,-2.7,-10
COc1ccc(C)cc1NC(=O)C(c1ccccc1)N1CCNC(=O)C1 (stereo unspecified),-4.8,·,-6,-0.1,-1.8,2,-10,-4.1,-3
C=CCOc1ccc(/C=C(\C#N)C(=O)Nc2ccccn2)cc1OC,-3.5,-8,27,0.4,0.7,7,-7,-4.5,-3
CN1CCN(S(=O)(=O)c2ccc(NC(=O)c3ccc(Br)s3)cc2)CC1,-0.2,2,27,5.7,5.9,-28,10,-2.7,18*
COC(=O)C1=C(C)NC(=O)NC1c1cn(-c2ccccc2)nc1-c1cccs1 (stereo unspecified),-1.4,-1,14,-0.4,-0.1,-4,-17,0.0,0
Cc1ccc2c(c1)NCC(C(=O)NC1CCC(C)CC1)O2 (stereo unspecified),-1.4,-1,-11,-0.1,-1.1,12,-10,0.6,1
CCCS(=O)(=O)c1c(S(=O)(=O)CCC)c2cnccn2c1C(=O)c1ccc(OC)cc1,-3.1,2,12,-1.1,-1.2,9,-27,-3.1,-15
Cc1[nH]c2ccccc2c1-c1nc2ccccc2[nH]c1=O,-0.5,-9,14,1.2,3.0,-5,-5,-3.3,-2
Cc1ccccc1NC(=O)CSc1nnc(C2CC2)n1CC1CCCO1 (stereo unspecified),-1.4,-6,24,-0.2,1.5,5,-8,-0.9,1
COc1ccc(/C=C/C(=O)Nn2cnnc2)cc1,0.3,3,-9,0.3,-0.9,1,-1,0.9,7
CCc1ccc(C(=O)/C=C/c2cnn(C)c2C)s1,-7.5,-4,-4,-0.4,-0.8,1,-14,2.0,0
COC(=O)c1ccccc1SCC(=O)Nc1ccc(N2CCOCC2)cc1,-0.8,4,23,1.4,0.8,6,-17,-0.9,-6
COc1ccc(CC(=O)Nc2ccc(S(=O)(=O)Nc3ncccn3)cc2)cc1OC,-0.8,-6,25,1.1,-0.3,-11,-11,-2.3,-4
COCCN1C(=O)c2ccccc2C(C(=O)Nc2ccc3c(c2)OCCO3)C1c1ccc(F)cc1 (stereo unspecified),-0.7,-2,-38,-1.1,-1.8,8,-6,-1.5,2
Cc1ccc(-c2nc3ccsc3c(=O)[nH]2)cc1,-1.3,-8,-11,1.1,-0.3,9,-2,-2.7,-5
CC(C)C(c1nnnn1C1CCCC1)N1CCN(C(=O)c2ccco2)CC1 (stereo unspecified),-1.9,-5,28,0.5,0.8,-5,-17,-4.8,0
O=C(NCC1CCCC(CNC(=O)Nc2ccc(Cl)cn2)C1)Nc1ccc(Cl)cn1 (stereo unspecified),-1.9,-4,12,-0.2,-0.6,-21,-32,-3.9,-3
CCOC(=O)C1CCN(C(=O)COC(=O)CNC(=O)c2ccc(OC)cc2)CC1,1.1,-1,19,0.0,-1.1,-3,-4,-0.5,-1
Cc1cccc(Nc2c([N+](=O)[O-])ccc3nonc23)c1,-0.7,-5,33,4.7,2.9,11,1,-3.0,-16
CC(C)(C)C(=O)OCc1cn(-c2ccccc2)nn1,-3.5,-2,14,-0.8,0.2,0,-8,-2.5,-1
C/C(=N\NC(=O)c1ccco1)c1ccc(NC(=O)C(F)(F)F)cc1,-1.8,-4,·,·,·,-6,-4,-3.1,-9
CCN(CC)S(=O)(=O)c1ccc(NC(=O)CCNC(=O)c2ccco2)cc1,-0.5,-7,-35,0.1,0.4,0,-13,-2.4,-5
CC1(c2cc(C(F)(F)F)n3nc(C(=O)O)cc3n2)CC1,-1.7,-6,21,0.4,0.2,-4,1,-4.1,-4
COc1ccc(N2CC(O)=C(c3nc(-c4ccc(F)cc4)cs3)C2=N)cc1,-3.9,-4,23,0.1,-0.5,-9,-7,-2.8,-6
Cc1cc(NC(=O)CCOc2ccccc2)no1,-2.2,6,15,-0.1,-0.1,-2,-1,-2.1,0
C/C(=N\O)C1(C)N(O)C(C)(C)C(c2ccc(Br)cc2)=[N+]1[O-] (stereo unspecified),-0.4,-4,28,1.4,0.8,-2,-6,-0.2,2
COc1ccc(C(=O)NNC(=O)CCC(=O)Nc2ccc(C)cc2C)cc1,-2.3,-10,40,-0.3,-1.0,14,-10,-1.5,-5
CCCn1c2ccccc2c2nnc(SCC(=O)Nc3ncccn3)nc21,2.1,-1,-14,-0.2,-2.1,0,-15,-0.2,-5
CCNC(=S)Nc1cc(OC)c(NC(=O)c2ccco2)cc1OC,-0.1,-7,23,0.7,0.9,2,-8,-5.9,-1
CCN(CCCNC(=O)C1CCN(S(=O)(=O)c2c(C)[nH]c(=O)[nH]c2=O)CC1)c1cccc(C)c1,-5.0,·,9,-1.0,0.3,1,-4,-3.1,-3
O=C(CSc1n[nH]c(-c2ccncc2)n1)Nc1ccc(F)cc1,-0.9,-3,8,1.4,0.9,-15,-1,-1.3,1
CC(C)=CCN1CCC(n2nccc2NC(=O)c2ccccc2Cl)CC1,-2.2,-3,46,-0.2,-0.9,0,1,-1.4,-5
CN(CCOc1ccccc1Cl)Cc1ccccc1,0.6,-10,3,-1.2,-2.1,-30,9,-1.4,5
COc1ccc(S(=O)(=O)CCc2nc3ccccc3s2)cc1,-1.9,1,-5,-0.5,-1.1,5,0,-2.1,9
CCc1c(C)nc2ncnn2c1NC1CCCc2ccccc21 (stereo unspecified),-2.5,-4,30,0.5,-0.8,4,-10,-3.2,-15
COc1ccc(NC(=O)[C@H](C)NC(=O)[C@@H]2Cc3ccccc3CN2C(=O)OC(C)(C)C)cc1,1.2,-7,27,-1.7,-1.7,-3,-45,-2.3,-10
CC1Cc2ccccc2N1C(=O)CSc1nnc2n1C(C)(C)Cc1ccccc1-2 (stereo unspecified),-3.0,-5,4,-0.5,-1.4,-13,-35,-3.1,3
COc1ccc(/C=C2\N=C(C)OC2=O)cc1OC(C)=O,-1.1,-9,-4,·,·,17,-5,-3.2,-13
CC1CCCN(C(=S)Nc2ccc(S(=O)(=O)N3CCCCC3)cc2)C1 (stereo unspecified),-2.8,0,-32,1.0,1.7,-22,-19,-2.3,-3
NC(=S)N/N=C/c1ccc(-c2cc(Cl)cc(Cl)c2)o1,-5.1,-2,-12,-0.4,-1.6,5,-5,-5.7,-6
O=C(CN1C(=O)c2ccccc2C1=O)c1ccccc1,-2.4,-2,-7,-1.4,-0.2,-5,0,-2.2,6
COc1cc(S(=O)(=O)N2CCOCC2)ccc1NC(=O)CSc1n[nH]c(=O)[nH]c1=O,-1.1,-8,4,0.0,0.1,0,-3,-1.6,3
CCOC(=O)c1[nH]c2ccc(Br)cc2c1NC(=O)CCN1CCCC(C)(C)C1,-2.1,-1,4,2.4,-0.2,-11,10,-2.2,-6
COc1ccc(NC(=O)Cn2nnc(C(N)=O)c2N)c(OC)c1,-1.5,-2,-26,1.3,0.9,-6,-2,-2.1,0
Cc1ccc(N=c2ssnc2Cl)cc1,-2.0,1,101*,2.2,1.6,-25,1,-1.1,-8
COc1cccc(C(C)NC(=O)Cc2cccs2)c1 (stereo unspecified),-2.3,-11,29,0.8,0.1,3,0,-1.1,-15
CCOC(=O)c1ccc2[nH]cc(C(C)=O)c(=O)c2c1,-4.1,-5,-7,0.2,-0.8,2,-4,-3.4,-11
CN(C)[C@H]1N(C(=O)c2ccc(Br)cc2)N=C2c3ccccc3S(=O)(=O)N21,-5.6,-3,0,-0.4,2.2,3,-16,2.8,4
CNC(=O)c1sc(Nc2ccc(OCc3ccccc3)cc2)nc1C,1.7,-8,30,10,6.1,-26,-15,-1.4,1
COc1ccccc1NC(=O)Nc1ccccc1C(N)=O,0.0,-5,34,1.1,-0.3,-15,0,-3.1,-4
C=C(C)C1CC=C(C)/C(=N\NC(=O)CNc2cccc3ccccc23)C1 (stereo unspecified),-3.6,-5,-2,-0.2,-1.6,11,3,-3.5,-3
# More records
SMILES,VIM-2 inhibitor,GalR3 antagonist,PHOSPHO1 inh,V1R ag counter,OXTR ag,NS3 helicase inh,FID counter,IMP-1 inh,GPR7 antagonist
NC(=O)COc1ccccc1C(=O)NC12CC3CC(CC(C3)C1)C2,-4.8,-12,39,0.8,2.9,-5,-8,-3.3,-4
Cn1cc(CCC(=O)NCc2cccc(Cl)c2)c2ccccc21,-0.3,-14,-7,-0.7,-1.7,-6,-17,-0.8,14
O=C(COc1ccccc1)N=C1SC2CS(=O)(=O)CC2N1c1ccccc1 (stereo unspecified),-1.5,-2,24,1.0,0.0,2,-16,-4.3,2
COc1cc(OC)c(C2C(C(=O)Nc3ccccc3)=C(C)Nc3ncnn32)cc1OC (stereo unspecified),-3.3,0,13,0.3,0.6,-1,-1,-3.3,10
CCOc1ccc2[nH]c(C)c(CN3CCCCC3)c(=O)c2c1,-2.1,-1,11,0.9,3.7,11,4,-3.2,-11
Nc1cc([N+](=O)[O-])ccc1Nc1ccccc1,-0.7,-2,47,3.5,1.2,-10,6,-1.1,-12
O=C(C1=C(O)C(=O)N(Cc2ccccc2)C1c1ccco1)c1ccco1 (stereo unspecified),1.2,-3,48,2.7,1.7,17,-12,-3.0,-4

# Whole records from above. Screens in order: VIM-2 inhibitor, GalR3 antagonist, PHOSPHO1 inh, V1R ag counter, OXTR ag, NS3 helicase inh, FID counter, IMP-1 inh, GPR7 antagonist
# Profile of COc1cc(OC)c(C2C(C(=O)Nc3ccccc3)=C(C)Nc3ncnn32)cc1OC (stereo unspecified) = -3.3, 0, 13, 0.3, 0.6, -1, -1, -3.3, 10
# Profile of Nc1cc([N+](=O)[O-])ccc1Nc1ccccc1 = -0.7, -2, 47, 3.5, 1.2, -10, 6, -1.1, -12
